Compound activity as filed in PubChem BioAssay.
APOBEC3G inh – APOBEC3G (human) deaminase inhibition; 0.28% of 330,000 active; inhibition, % at 20 µM; recombinant A3G, ssDNA deamination FAM/TAMRA fluorescence; Q9HC16;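 active means inhibition of at least 40% at 20 µM, with no more than 30% in the related APOBEC3A deaminase screen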;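 further: plate controls were DMSO wells with A3G for no effect and wells lacking A3G enzyme for full effect; some compounds called inactive have numbers as strong as hits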
Target sequence (Q9HC16 whole entry, looked up): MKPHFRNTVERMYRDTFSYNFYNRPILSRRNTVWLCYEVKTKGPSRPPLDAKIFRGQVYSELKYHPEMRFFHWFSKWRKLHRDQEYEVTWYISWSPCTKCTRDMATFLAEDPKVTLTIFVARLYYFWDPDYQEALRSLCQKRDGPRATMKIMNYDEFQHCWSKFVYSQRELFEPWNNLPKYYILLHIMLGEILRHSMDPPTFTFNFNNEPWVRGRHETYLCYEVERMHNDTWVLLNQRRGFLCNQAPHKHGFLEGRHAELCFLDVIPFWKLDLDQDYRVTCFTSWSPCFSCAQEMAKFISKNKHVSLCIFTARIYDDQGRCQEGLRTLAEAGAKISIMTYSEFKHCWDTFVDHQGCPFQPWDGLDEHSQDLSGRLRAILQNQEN
hIAP activ – human IAP activation | P09923 | 0.16% of 330,000 active | purified human IAP, CDP-Star luminescence, 30 min; hits give high values; 1 = vehicle-only enzyme, 0 = enzyme-free background | AID 2524 | activation factor at 10 µM;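 active means activation factor of the enzyme at least 2-fold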; further: the source names both 10 and 20 µM as test concentration; values of inactives mirror those of a sister screen read the other way
mIAP act – mouse IAP activation. muIAP, CDP-Star luminescence, 30 min; hits give high values; 1 = vehicle-only enzyme signal, 0 = enzyme-free wells. activation factor at 10 µM. 0.24% of 330,000 active. AID 2805;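 active means activation factor of at least 2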; further: the source names both 10 and 20 µM as test concentration; values of inactives mirror those of a sister screen read the other way
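Assay system: mouse IAP enzyme; Reagent: CDP-Star chemiluminescent phosphatase substrate; Compound: DMSO-dissolved test compounds; Incubation: 30 min, room temperature; Technique: luminescence from enzymatic CDP-Star hydrolysis; Controls: DMSO-only wells and no-enzyme negative control.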
SENP1 FRET inh – SENP1 (human) catalytic domain inhibition; recombinant SENP1 catalytic domain, CyPet-SUMO1-YPet FRET cleavage; inhibition, % at 10 µM; 0.21% of 360,000 active;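 active means inhibition at least 30% at 10 µM, raw YFP signal under a set limit, fluorescence ratio 0.5 to 1.5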;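 further: 0% = enzyme with DMSO and 100% = no enzyme wells; some results filed as inactive read as strong as hits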
Target sequence (Q9P0U3 419-644 limits assumed): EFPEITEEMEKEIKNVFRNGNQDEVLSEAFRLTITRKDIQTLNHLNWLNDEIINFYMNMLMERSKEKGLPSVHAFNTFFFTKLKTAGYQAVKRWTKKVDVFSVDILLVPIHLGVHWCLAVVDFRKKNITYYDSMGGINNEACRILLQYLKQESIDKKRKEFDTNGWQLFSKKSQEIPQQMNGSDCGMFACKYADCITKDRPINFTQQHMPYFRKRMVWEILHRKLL
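material = recombinant human SENP1 catalytic domain, His6-tagged | quantity = 20 pM enzyme | reagent = 25 nM SUMO1 FRET substrate | compound dosing = 10 µM single point, 0.5% DMSO | timing = 50 min enzyme reaction, room temperature, light-protected | detection = FRET, CFP and YFP emission | control set = no-enzyme low, enzyme-DMSO high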
APOBEC3A inh – human APOBEC3A DNA deaminase inhibition; P31941; recombinant A3A, FAM/TAMRA ssDNA deamination fluorescence; inhibition, % at 20 µM; 0.41% of 330,000 active; AID 493011;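 active means at least 40% inhibition at 20 µM here, with at most 30% in a related deaminase screen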;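 further: plate controls were A3A with DMSO for no effect and wells lacking A3A enzyme for full effect; some results filed as inactive read as strong as hits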
Target sequence (P31941 whole entry, looked up): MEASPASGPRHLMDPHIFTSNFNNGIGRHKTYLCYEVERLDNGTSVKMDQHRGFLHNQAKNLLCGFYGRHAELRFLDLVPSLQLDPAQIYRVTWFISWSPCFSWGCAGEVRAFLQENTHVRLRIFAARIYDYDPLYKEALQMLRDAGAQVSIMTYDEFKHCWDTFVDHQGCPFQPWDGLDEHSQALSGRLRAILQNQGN
NLRP3 yeast inh – NALP3 inhibition in yeast; inhibition, % at 10 µM; 0.39% of 330,000 active; AID 2825; Yeast reconstituted NLRP3/ASC/caspase-1, beta-gal luminescence, 24 h;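 active means inhibition of 50% or more; inactive means inhibition below 50%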;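 further: plate controls were induced DMSO wells for no effect and uninduced yeast grown without galactose for full effect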
hIAP inh – blocks human intestinal alkaline phosphatase; P09923; purified IAP, CDP-Star luminescence, 30 min; inhibition, % at 10 µM; 0.12% of 330,000 active; AID 2544;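 active means inhibition reaching a set limit with compound at 10 µM in the primary screen, cut at about 35% in these data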;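 further: plate controls were DMSO wells with enzyme for no effect and no-enzyme buffer wells for full effect; values of inactives mirror those of a sister screen read the other way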
MIN6 prolif – MIN6 beta-cell proliferation induction. 0.29% of 330,000 active. AID 2380. MIN6 cells proliferation, ATPlite luminescence, 48 h; cells starved in 0.2% serum; 100% = growth in 10% serum. proliferation, % at 10 µM;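 active means compounds whose signal lies at least 3.5 SD above the mean of all wells on their plate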;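 further: 0% = DMSO-treated cells in low-serum medium and 100% = 10% serum control; some compounds called inactive have numbers as strong as hits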
mIAP block – blocks mouse intestinal alkaline phosphatase; purified mouse IAP, CDP-Star luminescence, 30 min; inhibition, % at 10 µM; 0.2% of 330,000 active; AID 2806;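 active means inhibition of at least 40% at 10 µM in the primary screen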;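 further: plate controls were DMSO with enzyme for no effect and no enzyme wells for full effect; values of inactives mirror those of a sister screen read the other way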
Numbers without * were called inactive; · = not tested or not shown. This is a subset; the hit share may differ from the screen's.

SMILES	APOBEC3G inh	hIAP activ	mIAP act	SENP1 FRET inh	APOBEC3A inh	NLRP3 yeast inh	hIAP inh	MIN6 prolif	mIAP block
COc1cc(C(=O)N(Cc2cccc(Cl)c2)C2CCS(=O)(=O)C2)cc(OC)c1OC (configuration not stated)	-4	1.2	1	3	-2	10	-16	-1	-4
O=C(Nc1cc(Cl)cc(Cl)c1)N1CCN(C(=O)C2CCCO2)CC1 (configuration not stated)	-7	1	1.1	2	-2	7	-3	0	-14
COc1ccccc1N1CCN(C(=O)CSc2nc(C)cc(=O)[nH]2)CC1	-4	0.86	1	2	0	6	14	-1	0
COc1ccc(CCNC(=O)CCC(=O)N2CC(C)Oc3ccccc32)cc1OC (configuration not stated)	-2	1.1	1	-1	-1	2	-8	-1	-2
CSCCC(NS(=O)(=O)c1ccc2c(c1)c(=O)n(C)c(=O)n2C)C(=O)NC1CCN(Cc2ccccc2)CC1 (configuration not stated)	-13	0.9	0.94	1	2	-8	10	5	6
Cc1ccc(S(=O)(=O)Nc2ccccc2N(C)S(=O)(=O)c2ccc(C)cc2)cc1	21	0.97	1.2	1	5	28	3	-8	-16
CCn1cc(C(=O)NC2CCCCC2)c(=O)c2cc(S(=O)(=O)N(C)C)ccc21	-2	0.92	0.9	0	-2	21	8	-4	10
CCCC12CN3CCN(CC(C3)/C1=N\NC(=O)c1ccccc1Cl)C2	-9	1.2	1.1	1	-2	-9	-15	-2	-13
CCOC(=O)N1CCC(N2C(=O)c3ccccc3C2Nc2c(C)cccc2C)CC1 (configuration not stated)	2	1.2	1	-3	4	11	-19	2	-2
CC(C)C(NC(=O)c1ccco1)C(=O)NC1CCCCCC1 (configuration not stated)	0	1.1	0.97	0	0	-7	-10	3	3
Cc1cc(C)cc(NC(=O)C(=O)NCCCN2CCOCC2)c1	-6	0.97	0.93	1	-4	13	3	-1	7
COc1ccc(NC(=O)CN(Cc2ccccc2)S(C)(=O)=O)cc1OC	0	0.84	1	1	2	21	16	0	-4
CCc1ccccc1NS(=O)(=O)c1ccc2c(c1)NC(=O)CC(=O)N2	2	0.82	0.93	1	2	9	18	1	7
Cc1cccc(NC(=S)N(CCN(C)C)C(C)c2ccccn2)c1 (configuration not stated)	-12	0.81	0.9	0	-6	-6	19	-1	10
CCN(CC)c1ccc(/C=N/n2c(=S)[nH]nc(C)c2=O)cc1	-5	0.98	0.93	0	-4	24	2	-2	7

Compounds from the list above with a Cl atom, in the order listed:
SMILES	APOBEC3G inh	hIAP activ	mIAP act	SENP1 FRET inh	APOBEC3A inh	NLRP3 yeast inh	hIAP inh	MIN6 prolif	mIAP block
COc1cc(C(=O)N(Cc2cccc(Cl)c2)C2CCS(=O)(=O)C2)cc(OC)c1OC (configuration not stated)	-4	1.2	1	3	-2	10	-16	-1	-4
O=C(Nc1cc(Cl)cc(Cl)c1)N1CCN(C(=O)C2CCCO2)CC1 (configuration not stated)	-7	1	1.1	2	-2	7	-3	0	-14
CCCC12CN3CCN(CC(C3)/C1=N\NC(=O)c1ccccc1Cl)C2	-9	1.2	1.1	1	-2	-9	-15	-2	-13

(list continues)
SMILES	APOBEC3G inh	hIAP activ	mIAP act	SENP1 FRET inh	APOBEC3A inh	NLRP3 yeast inh	hIAP inh	MIN6 prolif	mIAP block
Cc1cc(F)ccc1NC(=O)C1CCN(S(=O)(=O)c2ccc3c(c2)CCCC(=O)N3)CC1	-2	1.3	1.1	3	-4	12	-32	-4	-9
CN(C)CCc1c[nH]c2ccc(Cn3cncn3)cc12	-4	0.91	0.97	·	-2	11	9	6	2
Cc1ccc(S(=O)(=O)Nc2cc(S(=O)(=O)N3CCOCC3)ccc2NCC2CCCO2)cc1 (configuration not stated)	-3	1	1.2	-2	-1	-2	0	15*	-19
CC(=O)OCC1=C(C(=O)O)N2C(=O)C(NC(=O)COc3ccc(F)cc3)C2SC1 (configuration not stated)	12	1.1	0.9	-2	27	4	-14	-3	10
Cc1ccc(N(CC(=O)N/N=C/c2cccnc2)S(=O)(=O)c2ccccc2)cc1	-3	1.1	0.93	2	0	-4	-12	1	7
CC(C)Sc1nc2c(c(=O)[nH]c(=O)n2C)n1CC(O)COc1ccccc1 (configuration not stated)	-7	1.2	0.92	-2	-4	1	-19	1	8
O=C(c1ccco1)N1CCN(C(=S)Nc2ccccc2C(F)(F)F)CC1	-6	0.92	0.92	4	-3	13	8	-1	8
O=C(CSc1nnc(CNc2ccc(F)cc2)n1Cc1ccco1)N1CCCC1	1	0.94	1	-4	1	11	6	0	0
COc1ccc(CNC(=O)Cn2c(=O)n(CCC(=O)N3CCCCC3)c(=O)c3sccc32)cc1	-8	1.1	0.92	3	-3	9	-10	-1	8
CCCCCc1nnc(N)s1	-4	0.91	0.99	3	0	8	9	0	1
CCC(c1nnnn1Cc1ccc2c(c1)OCO2)N1CCN(c2ccc(OC)cc2)CC1 (configuration not stated)	3	0.91	0.79	3	9	7	9	1	22
CCN(Cc1ccccc1)C(=O)Cn1c(=O)oc2ccccc21	-6	1.1	0.87	1	-2	11	-6	-3	13
CCN(CC)C(=O)CSc1nc(N)c(C#N)c(-c2cccs2)c1C#N	-5	1.1	1.1	-1	0	11	-12	-1	-15
OCc1nc2ccccc2n1CC(O)COc1ccccc1 (configuration not stated)	0	0.99	0.95	1	3	16	1	-2	5
COCCNc1nc2c(c(=O)n(C)c(=O)n2C)n1Cc1cccc(C(F)(F)F)c1	-1	0.96	0.99	-3	-6	25	4	-7	1
COc1ccc(-c2cc(-c3cccnc3)c(C#N)c(N)n2)cc1	-12	0.9	1.1	-34	-2	11	10	4	-12
CN(Cc1cccc(Cl)c1)C(=O)C1CCN(C(=O)Nc2ccccc2)CC1	-11	1.1	1	1	-3	17	-10	-2	-2
c1coc(-c2nc3c([nH]2)CCc2nonc2-3)c1	-6	1	0.87	9	-3	2	-4	0	13
O=S(=O)(NC1=NCCCCC1)c1ccc(Cl)cc1	-3	1.1	0.98	0	-2	6	-5	0	2
CCN1C(=O)c2cccc3c(S(=O)(=O)NCc4ccco4)ccc1c23	-4	0.9	0.96	-22	0	11	10	-5	4
CC(C)NC(=O)CN(C)S(=O)(=O)c1ccc(F)cc1	-1	1.1	0.97	0	0	11	-9	-4	3
COc1ccc(/C=C/C(=O)NCCc2ccc(OC)c(OC)c2)cc1	-5	1	1	1	2	7	-2	0	0
O=C(COC(=O)C1CC1)Nc1ccc2[nH]c(=O)[nH]c2c1	-7	1	0.91	-9	0	-6	-2	-2	9
CCCCNC(=O)CCC(=O)N1CCN(C(c2ccccc2)c2ccccc2)CC1	-5	1.2	1	-2	-3	12	-21	-1	-4
O=C(Nc1ccccc1C(=O)Nc1ccccc1C(=O)O)c1ccccc1	14	0.99	1	2	2	18	1	-1	-4
Clc1ccc(CNC23CN4CN(CN(C4)C2)C3)c(Cl)c1	-1	0.97	1	-1	1	-1	3	-1	0
CC(=O)c1c(COC(=O)c2ccccc2)nc2ccccc2[n+]1[O-]	-4	1.1	0.99	1	-5	25	-7	-4	0
CN(C)Cc1cc(C(C)(C)c2cc(CN(C)C)c(O)c(CN(C)C)c2)cc(CN(C)C)c1O	-4	1.2	1	-3	-2	5	-16	-3	-1
O=c1[nH]c(-c2ccc(F)cc2)nc2c1sc(=S)n2-c1ccccc1	-1	1	0.91	-5	-1	5	-4	-5	9
O=C(Nc1cccnc1)c1ccc(Oc2ccccc2)cc1	-1	1.1	0.89	2	-4	36	-13	-6	11
O=S(=O)(c1ccccc1)N1CCN(c2ccnc3cc(Cl)ccc23)CC1	-5	0.93	0.96	2	-3	2	7	-5	4
COc1ccc(NC(=O)c2ccc([N+](=O)[O-])o2)cc1	-8	0.93	0.98	0	0	17	7	-4	2
CCN(CC)S(=O)(=O)c1ccc(C(=O)OCn2c(SC)nnc(C)c2=O)cc1	-4	1.1	0.98	0	-1	6	-6	0	2
Cc1nc2ccccc2c2c1C(=O)N(C(C)C)C2=O	-1	0.84	0.91	1	1	2	16	1	9
COCCOC(=O)c1c(C)oc2cc(Br)c(OCC(N)=O)cc12	-3	0.92	1	-2	-2	15	8	-3	-2
CC(C)c1ccc(-c2nnn(Cc3nc4ccccc4s3)n2)cc1	-2	0.86	0.95	4	1	17	14	-6	5
Cc1ccc(OCC(=O)N2CCN(S(=O)(=O)c3ccc(Cl)cc3)CC2)c([N+](=O)[O-])n1	-7	1.2	1.1	1	1	12	-16	0	-6
Cc1cc(C)cc(NC(=O)C(c2ccccc2)N2CCCC2)c1 (configuration not stated)	-3	1.1	1	1	0	8	-7	1	-5
CN(C)c1ccc(/C=N/n2c(-c3ccccc3Br)n[nH]c2=S)cc1	32	1	0.95	-8	0	6	-4	3	5
O=C(NCc1ccccn1)c1cc(-c2ccccc2)on1	-3	1.2	0.99	-1	-1	22	-17	-1	0
O=C(Nc1nc(-c2ccccn2)cs1)C1COc2ccccc2O1 (configuration not stated)	-8	1.4	1.1	3	-3	48	-45	-4	-11
Cc1ncc([N+](=O)[O-])n1CCOC(=O)c1ccccc1	-6	0.94	1	0	-5	12	6	-3	-3
COc1ccc(-c2noc(CCC(=O)N3CCC(C)CC3)n2)cc1	-3	1.1	0.98	1	3	26	-11	-2	2
O=C(CSc1nc2ccccc2c(=O)n1CCCN1CCOCC1)Nc1cccc(S(=O)(=O)N2CCCCCC2)c1	3	0.98	1.3	2	2	1	2	0	-34
CCNC(=O)CC1C(=O)N(c2ccc(F)cc2)C(=O)N1CCc1sccc1C (configuration not stated)	-7	0.86	1	0	-3	12	14	6	-2
Clc1ccc2oc(-c3ccccn3)nc2c1	-2	1.3	0.98	14	2	16	-29	-2	2
O=C(NC(=S)N1CCN(C2CCCCC2)CC1)c1ccccc1	-5	1	0.88	0	-1	11	0	-1	12
CN1CCN(C(=O)c2cc(COc3ccc(F)cc3Cl)on2)CC1c1ccccc1 (configuration not stated)	-3	0.92	0.94	2	1	2	8	-4	6
Cc1ccc(C)c(-n2cc(CNC(C)Cn3cncn3)c(-c3ccccc3)n2)c1 (configuration not stated)	-7	1	1	1	1	14	0	-3	-2
COC(=O)CN1C(=O)N/C(=C/c2cc(Cl)c(OC)c(OC)c2)C1=O	0	1.1	0.99	-1	1	0	-5	-2	1
Cc1cccc(OCCC(=O)Nc2ccc(N3CCOCC3)cc2N2CCOCC2)c1	-9	0.94	0.99	0	-4	6	6	1	1
O=C(O)c1ccccc1C(=O)N1CCN(S(=O)(=O)c2cccc(C(F)(F)F)c2)CC1	-3	0.98	1	0	-2	11	2	-1	-2
COc1ccccc1N1CCN(C(=O)C2CCCN(S(=O)(=O)c3ccc(C)cc3)C2)CC1 (configuration not stated)	-2	1	0.92	2	-1	11	-1	-4	8
COc1cccc(O)c1CN1CCC(n2nccc2NC(=O)c2ccc3c(c2)OCO3)CC1	-8	0.87	0.98	-1	-3	11	13	2	2
Cc1cc(C)nc(SCC(=O)N(C)C)n1	-3	0.99	0.99	0	1	0	1	2	1
COc1ccc(S(=O)(=O)Nc2cc(Cl)ccc2-n2cncn2)cc1	1	0.96	0.93	-2	1	1	4	-3	7
CCOC(=O)c1cnc2nc(COc3ccccc3)[nH]n2c1=O	-6	1.1	1	1	2	-8	-9	-1	-4
